NPSR antagonist: blocks cAMP signaling of the human neuropeptide S receptor; Q6W5P4; CHO-NPSR cells, cAMP TR-FRET, antagonist mode; Potency, µM (titrated, usually from 38.3 µM), for the others: at the highest dose activity change, negative = inhibition, hits mostly inhibitors; hit rate 1% among 220,000; AID 1461; further: on the % scale 0 is the no-effect control and ±100 the full control effect; nearly all actives have a fitted effect of over 50% in size; many of its hits are not listed in these tables
Epigenetic derep: epigenetic control regulation, reporter derepression; murine LDR cells, GFP reporter derepression, 30 h; Potency, µM (doses to about 53.9 µM), for inactives: top-dose GFP activation, most hits filed as activators; hit rate 0.2% among 280,000; AID 1865; further: % of control where 0% means no effect; nearly all actives have a fitted effect of over 60% in size
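GFP-positive cell count by laser-scanning cytometry (objects 20–120 um) after 30 h, 37 C compound exposure of murine LDR cells; reporter is CMV-GFP integrated at a silenced locus, inducible by HDAC or DNMT inhibitors.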
GAA glycogen mod: alters human alpha-glucosidase cleavage of glycogen | P10253 | recombinant GAA, glycogen substrate, Amplex Red glucose oxidase fluorescence | Potency, µM (titrated, usually from 76.4 µM), inactives show at the top dose activity change, negative = inhibition, most hits filed as inhibitors | hit rate 0.38% among 300,000 | AID 2100;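 further: 0% = full enzyme reaction and -100% = no-enzyme basal signal; the screen sought inhibitors and activators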
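Natural-substrate format: glycogen cleavage by 4 nM human enzyme, glucose read by Amplex Red coupling (Ex 573, Em 610 nm). Normalized to enzyme and no-enzyme controls.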
GAA spleen mod: inhibits or activates alpha-glucosidase in human spleen homogenate; P10253; human spleen homogenate, 4-MU-alpha-glucoside fluorescence; Potency, µM (top dose mostly 79.9 µM), for the others: at the top dose activity change, negative = inhibition, usual class: inhibitors; hit rate 0.006% among 240,000; AID 2112;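 further: 0% = enzyme with vehicle and -100% = no enzyme basal signal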
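AC50 values come from Hill-equation fits of concentration-response data, normalized to no-enzyme and full-activity controls. Enzyme source: 1 ug human spleen homogenate; 1 mM fluorogenic 4-MU glucoside, pH 5.0 citrate buffer, 37 C, 40 min.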
GLA spleen mod: inhibits or activates alpha-galactosidase in human spleen homogenate; Potency, µM (highest dose often 80 µM), for inactives: top-dose activity change, negative = inhibition, actives largely listed as inhibitors; human spleen homogenate, 4MU-alpha-Gal fluorescence, 40 min; hit rate 0.008% among 240,000;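 further: 0% = enzyme with vehicle and -100% = no enzyme basal signal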
Target sequence (P06280 32-429 limits assumed): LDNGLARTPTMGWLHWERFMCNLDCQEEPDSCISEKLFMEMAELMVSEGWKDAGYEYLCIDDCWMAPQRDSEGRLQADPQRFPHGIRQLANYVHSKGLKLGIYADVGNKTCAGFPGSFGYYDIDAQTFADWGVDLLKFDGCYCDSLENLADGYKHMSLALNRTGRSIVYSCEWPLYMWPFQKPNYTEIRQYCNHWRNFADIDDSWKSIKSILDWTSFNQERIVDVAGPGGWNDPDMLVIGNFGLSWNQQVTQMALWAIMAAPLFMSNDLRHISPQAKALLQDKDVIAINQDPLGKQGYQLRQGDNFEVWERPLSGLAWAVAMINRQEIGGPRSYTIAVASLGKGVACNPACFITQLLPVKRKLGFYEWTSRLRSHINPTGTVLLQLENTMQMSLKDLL
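qHTS titration in buffer at pH 5.0. Alpha-galactosidase activity in spleen homogenate was measured via 4-methylumbelliferone release from 1 mM fluorogenic substrate after 40 min at 37C and a pH 10 stop. AC50 came from Hill fits of control-normalized data.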
GAA inh: blocks human lysosomal alpha-glucosidase; P10253; purified human GAA, 4-MU-alpha-glucoside fluorescence; Potency, µM (series often up to 76.9 µM), for the others: at the highest dose activity change, negative = inhibition, usual class: inhibitors; hit rate 0.005% among 200,000;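 further: plate controls were uninhibited enzyme wells for no effect and no-enzyme background for full effect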
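Enzyme (4 nM final) mixed with compound (up to 77 uM), then 4-MU-alpha-D-pyranoside (400 uM final) added; 20 min at room temperature, pH 5.0. Reaction stopped at pH 10, fluorescence read, AC50 derived by Hill fit.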
Tau fluor counter: counter-screen for tau fibril formation inhibitors | tau K18 P301L (four-repeat tau fragment) Alexa594 fluorescence, heparin fibrillization | Potency, µM (doses to about 57.7 µM), without a hit: at the top dose activity change, negative = decrease | hit rate 0.93% among 280,000 | AID 1463; further: on the % scale 0 is the no-effect control and ±100 the full control effect; nearly all actives have a fitted effect of over 55% in size
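Human K18 P301L tau (15 uM unlabeled plus 0.24 uM Alexa 594-labeled, final) in 100 mM sodium acetate pH 7 was mixed with compound and 20 uM heparin and incubated 6 hr at 37 C.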
ALDH1A1 block: inhibitors of human aldehyde dehydrogenase 1A1; Purified ALDH1A1, NADH fluorescence, propionaldehyde substrate; Potency, µM (series often up to 75.3 µM), without a hit: at the top dose activity, negative = inhibition, actives largely listed as inhibitors; hit rate 7.3% among 220,000; active means well fitted inhibition curve with a large enough effect, not every such curve was filed as active; inconclusive means small, poorly fitted or top-dose-only effect, or another doubt; inactive means no such curve, though single readings can be large or run the other way;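 further: plate controls were no enzyme wells and a reference inhibitor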
Target sequence (P00352 whole entry, looked up): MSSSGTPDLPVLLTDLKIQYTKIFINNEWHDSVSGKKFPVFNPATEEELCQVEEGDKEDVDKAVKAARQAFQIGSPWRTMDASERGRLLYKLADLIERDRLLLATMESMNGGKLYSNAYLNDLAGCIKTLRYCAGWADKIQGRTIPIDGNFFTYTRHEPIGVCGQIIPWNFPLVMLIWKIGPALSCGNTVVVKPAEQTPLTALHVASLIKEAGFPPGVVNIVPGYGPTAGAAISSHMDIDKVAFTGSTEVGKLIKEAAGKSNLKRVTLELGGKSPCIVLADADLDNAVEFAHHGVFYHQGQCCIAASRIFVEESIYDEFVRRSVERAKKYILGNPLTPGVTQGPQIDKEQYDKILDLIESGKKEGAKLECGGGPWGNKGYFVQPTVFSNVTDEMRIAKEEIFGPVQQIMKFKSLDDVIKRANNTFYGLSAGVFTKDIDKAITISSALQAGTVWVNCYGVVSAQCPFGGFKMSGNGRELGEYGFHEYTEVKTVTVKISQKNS
* marks the source's active call; other numbers are inactive results; ? = inconclusive; / = not tested or not shown; & = joins results of further samples; [ ] = remark or other dose. Unless noted, the call rests on the fitted dose curve; in most records, active means well fitted curve in the direction sought with a large enough effect; inconclusive means small, poorly fitted or top-dose-only effect, or another doubt; inactive means no such curve, though single readings can be large; an effect the other way counts as inactive or inconclusive. Potency means the concentration at half of the fitted maximal effect.

SMILES | NPSR antagonist | Epigenetic derep | GAA glycogen mod | GAA spleen mod | GLA spleen mod | GAA inh | Tau fluor counter | ALDH1A1 block
CNC(=O)c1c(Br)cnn1-c1ccc(C)cc1 | 0% | 2.5% | -2% | 1% | 1% | -5% | -2% | 6%
CCOC(=O)C1CCN(C(=O)N2CCOCC2)CC1 | -2%[46.1 µM] | 0.0% | 3% | 0% | 1% | -9% | -6% | 6%
CC1CN(Cc2cn(C)nc2-c2ccc(Oc3ccccc3)cc2)CCN1C (stereo unspecified) | 1% | -1.1% | -2% | 1% | 11% | -2% | 8% | ?
CN1N=C(C(C)(C)C)CC1=O | -21% | 2.5% | ? | 10% | -2% | 2%[15.4 µM] | -5% | -6%
COc1ccc(NC(=S)Nc2ccccc2SC)c(OC)c1 | 0% | 6.6% | -13% | -3% | -1% | 0% | -3% | ?
Cc1ccc(NC(=S)NCCN2CCOCC2)cc1C | -4%[46.1 µM] | 0.0% | 0% | -15% | 5% | 1% | -13% | -1%
COc1ccc(-n2c(SCC(=O)Nc3ncc(Cl)cc3Cl)nc3ccccc32)cc1 | -56% | -0.4% | 11% | 0% | -8% | -4% | -12% | -1%
CC[C@H](C)[C@H](NC(=O)[C@H](CCCN=C(N)N)NC(=O)[C@H](CCCN=C(N)N)NC(=O)[C@H](CC(C)C)NC(=O)[C@H](Cc1ccccc1)NC(=O)CNC(=O)CN)C(=O)N[C@@H](CCCN=C(N)N)C(=O)N1CCC[C@H]1C(=O)N[C@@H](CCCCN)C(=O)N[C@@H](CC(C)C)C(=O)N[C@@H](CCCCN)C(=O)O | / | 1.1% | / | 6% | 1% | / | -2% | 7%
O=C(CSc1nc2ccc(Cl)cc2[nH]1)c1cccs1 | -15% | -1.1% | -5% | 4% | -1% | / | ? | /
O=C(NC1CCCCCCC1)c1ccccc1O | 6%[46.1 µM] | 0.0% | -8% | -3% | 0% | -2% | -17% | ?
CCOc1cc(N2CCOCC2)c(OCC)cc1NC(=O)CN1C(=O)NC2(CCc3ccccc32)C1=O (stereo unspecified) | -8%[46.1 µM] | 0.0% | 2% | -5% | 3% | -5% | -14% | 12%
CN(C)CCCC(C)(O)C(Cc1ccccc1)c1ccccc1 (stereo unspecified) | 5% | 0.1% | 1% | -3% | 0% | -7% | 8% | 5%
Nc1ccccc1-c1ccccc1N | -10% | -1.5% | -10% | 9% | -1% | 11% | -2% | ?
COc1ccc(NC(=O)c2ccc(-n3cncn3)c([N+](=O)[O-])c2)cc1 | -1% | -3.1% | 10% | 0% | -3% | 0% | -18% | -14%
O=C(NCC1CCCO1)c1cccc(-n2cnnn2)c1 (stereo unspecified) | -13%[46.1 µM] | -1.0% | 3% | -7% | -1% | -2% | -5% | 6%
Cn1cc(S(=O)(=O)Nc2cccc(F)c2)c(=O)n(C)c1=O | 14%[46.1 µM] | -0.8% | 4% | 1% | 0% | 1% | 4% | 9%
CCOc1ccccc1NC(=O)C1=C(C)NC(=O)NC1c1cccc(OC)c1OC (stereo unspecified) | -12%[46.1 µM] | -1.4% | 3% | 5% | 11% | -16% | 0% | -3%
COC(=O)COc1ccc(S(=O)(=O)Nc2ccc(NC(C)=O)cc2)cc1 | -2%[46.1 µM] | -1.6% | -6% | -5% | 0% | -4% | 1% | 11%
Cc1cc(S(=O)(=O)N(Cc2ccc3c(c2)OCO3)CC2CCCO2)ccc1-n1cnnn1 (stereo unspecified) | -12%[46.1 µM] | 0.1% | -2% | 3% | -3% | 3% | -12% | ?
Cc1cc(NS(=O)(=O)c2ccc(NC(=O)c3ccco3)cc2)nc(C)n1 | -8%[46.1 µM] | -1.6% | 19% | 4% | 9% | -2% | -8% | ?
COc1ccc(C(Cl)=C(c2ccc(OC)cc2)c2ccc(OC)cc2)cc1 | 7.9µM* | 0.0% | -8% | 0% | -18% | -5%[15.4 µM] | -19%&-19% | -15%
COc1ccc(CN2C(=O)c3ccccc3C2=O)cc1C(=O)OC(C)C(=O)NC(N)=O (stereo unspecified) | 8% | 0.0% | 2% | -12% | -12% | 7% | -4% | 12%
CC(=O)Nc1ccc(CN2CCN(CCC(C)C)C(CCO)C2)cc1 (stereo unspecified) | -4% | -1.2% | 1% | 5% | 9% | / | 2% | 4%
CCC(CC)NC(=O)COC(=O)c1cccc(C)c1O | -14%[46.1 µM] | 0.7% | 8% | 5% | 6% | ? | -8% | 4%
CC(NC(=O)CCc1nnc(C2CCCCC2)o1)c1ccc(F)cc1 (stereo unspecified) | 4% | -1.2% | 15% | 7% | -2% | / | -3% | -7%

Carrying on.
SMILES | NPSR antagonist | Epigenetic derep | GAA glycogen mod | GAA spleen mod | GLA spleen mod | GAA inh | Tau fluor counter | ALDH1A1 block
Cc1cc(C)nc(SCc2cn3cc(Cl)ccc3n2)n1 | -7%[46.1 µM] | 1.1% | 14% | 4% | 9% | -29% | -4% | 13%
Cc1c(-n2c(SCC(=O)C(C)(C)C)nc3ccccc3c2=O)c(=O)n(-c2ccccc2)n1C | -11% | -0.4% | 9% | 9% | 14% | 1% | 6% | 5%
Cc1nc(C(C)N(C)Cc2nc(Cc3ccccc3F)no2)c(C)s1 (stereo unspecified) | -14% | 6.1% | 2% | -10% | -8% | / | -5% | /
COc1ccc(CCNC(=O)Cn2c(=O)n(CC3CCCO3)c(=O)c3ccccc32)cc1OC (stereo unspecified) | -1% | 4.5% | 3% | 6% | 3% | -1% | 4% | 1%
CCOC(=O)N1CCN(Cc2nc(-c3ccc(Cl)cc3)no2)CC1 | -9%[46.1 µM] | -1.1% | 6% | 1% | 6% | -12% | -9% | 2%
S=c1[nH]nc(-c2cc(-c3ccccc3)n[nH]2)n1/N=C/C=C/c1ccco1 | 28% | -0.1% | -26% | -5% | -19% | 3%[15.4 µM] | ? | ?
COc1ccccc1N(CC(=O)NCCSC(C)(C)C)S(C)(=O)=O | 1%[46.1 µM] | -1.0% | 4% | 0% | 6% | 6% | 1% | 1%
OC(COCC1COc2ccccc2O1)CN1CCN(c2ccccc2)CC1 (stereo unspecified) | -2%[46.1 µM] | 0.2% | 2% | 1% | -2% | 6% | -14% | -7%
O=S1(=O)C[C@@H]2N=C(N/N=C/c3ccccc3)S[C@@H]2C1 | 11% | -0.7% | -1% | -4% | 3% | / | -5% | /
COC1CCCCC1NS(=O)(=O)c1ccccc1 (stereo unspecified) | ? | 0.0% | -3% | 3% | -2% | 1% | 8% | ?
CCCN(CCC)Cc1c(C(=O)OCC)nnn1-c1nonc1N | -15%[46.1 µM] | 5.4% | -9% | -3% | -10% | -3% | -10% | 2%
O=C1c2oc3ccc(Cl)cc3c(=O)c2C(c2cccnc2)N1Cc1ccco1 (stereo unspecified) | 5%[7.67 µM] | 3.4% | 3% | 3% | 6% | 0% | -11% | ?
COC(=O)n1c(=O)oc2ccccc21 | 17%[46.1 µM] | -0.9% | -19% | -2% | -6% | -1% | 4% | 13%
COc1ccccc1NC(=O)c1sc(NC(=O)c2ccco2)c(C#N)c1C | -1%[46.1 µM] | -3.3% | 9% | 5% | 5% | -6% | -3% | ?
CC(=O)Nc1ccc(NC(=O)Cc2sc(C)nc2-c2ccc(C)cc2)cc1 | -4%[46.1 µM] | 0.0% | 13% | 0% | -1% | -4% | -3% | 5%
C/C(=N\NC(N)=S)c1ccc2c(c1)OCCO2 | -23% | 3.7% | -20% | -5% | -5% | 10% | -2% | -1%
N/C(=N\OC(=O)c1ccc([N+](=O)[O-])cc1)c1cccnc1 | 12%[46.1 µM] | 0.0% | 14% | -2% | 4% | -14% | -8% | -5%
COC(=O)c1sccc1-n1cccc1C(=O)C(=O)N1CCCC1 | -4%[46.1 µM] | -1.1% | -1% | -5% | 1% | -2% | 0% | 10%
O=C(CN1CCN(S(=O)(=O)c2ccccc2)CC1)NC(=O)NCc1ccccc1 | -18%[46.1 µM] | -1.6% | 4% | 0% | 12% | 1% | 1% | 0%
Cc1[nH]c(C)c2c(=O)n(-c3ccccc3)ncc12 | -3%[46.1 µM] | -3.0% | 3% | -6% | -11% | -8% | -15% | -13%
CC1(C)Cc2ccccc2-c2nnc(-c3cccnc3)n21 | 0%[46.1 µM] | 0.0% | 9% | 1% | 9% | 0% | -5% | 0%
CC(C)=CC(=O)Nc1ccccc1C(N)=O | -8%[46.1 µM] | -1.5% | 8% | 3% | -12% | -9% | 2% | 6%
CCc1ccccc1NC(=O)Cc1cn(C)c2ccccc12 | -50% | -1.3%&-0.6% | -1% | -1% | 0% | 0% | -14%&-5% | 2%
COC(=O)[C@@]1(Cc2ccc(OC)cc2)[C@H]2c3cc(C(=O)N4CCCC4)n(CCCNc4ncc(C(F)(F)F)cc4Cl)c3C[C@H]2CN1C(=O)c1ccccc1 | / | 1.0% | / | 0% | 5% | / | -3% | -3%
Cc1ccccc1NC(=O)CN1C(=O)S/C(=C\c2ccc(-c3cccc(C(=O)O)c3C)o2)C1=O | 3% | 1.9%[10.1 µM] | 3% | 6% | 11% | -2% | -1% | -1%
CC(C)N(C(=O)CSc1nnc(Cc2csc(Nc3ccccc3)n2)o1)C(C)C | -40% | 0.9% | -16% | -5% | -7% | -6% | -28% | 0%

Record cards, as listed above. Values in the order: NPSR antagonist | Epigenetic derep | GAA glycogen mod | GAA spleen mod | GLA spleen mod | GAA inh | Tau fluor counter | ALDH1A1 block
Profile of CC(C)=CC(=O)Nc1ccccc1C(N)=O → -8%[46.1 µM] | -1.5% | 8% | 3% | -12% | -9% | 2% | 6%
Profile of COC(=O)[C@@]1(Cc2ccc(OC)cc2)[C@H]2c3cc(C(=O)N4CCCC4)n(CCCNc4ncc(C(F)(F)F)cc4Cl)c3C[C@H]2CN1C(=O)c1ccccc1 → / | 1.0% | / | 0% | 5% | / | -3% | -3%
Profile of OC(COCC1COc2ccccc2O1)CN1CCN(c2ccccc2)CC1 (stereo unspecified) → -2%[46.1 µM] | 0.2% | 2% | 1% | -2% | 6% | -14% | -7%

In the list so far, these contain a tert-butyl group:
SMILES | NPSR antagonist | Epigenetic derep | GAA glycogen mod | GAA spleen mod | GLA spleen mod | GAA inh | Tau fluor counter | ALDH1A1 block
CN1N=C(C(C)(C)C)CC1=O | -21% | 2.5% | ? | 10% | -2% | 2%[15.4 µM] | -5% | -6%
Cc1c(-n2c(SCC(=O)C(C)(C)C)nc3ccccc3c2=O)c(=O)n(-c2ccccc2)n1C | -11% | -0.4% | 9% | 9% | 14% | 1% | 6% | 5%
COc1ccccc1N(CC(=O)NCCSC(C)(C)C)S(C)(=O)=O | 1%[46.1 µM] | -1.0% | 4% | 0% | 6% | 6% | 1% | 1%

This is a subset; the hit share may differ from the screen's.
